Source: PubChem BioAssay (several laboratories)
CHT block = inhibits the human high affinity choline transporter; 310,000 compounds, 0.86% hits; Q9GZV3; B-score at 10 µM; AID 488975; CHT-expressing cells, membrane potential dye, choline response; stronger effect = lower value;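 active means B-score over 3 SD under the library average, and starting fluorescence ratio not unusually high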;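 further: choline stimulus applied at its EC90 after an EC20 pre-addition; B-score computed on integrated fluorescence ratio after choline addition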
Target sequence (Q9GZV3 whole entry, looked up): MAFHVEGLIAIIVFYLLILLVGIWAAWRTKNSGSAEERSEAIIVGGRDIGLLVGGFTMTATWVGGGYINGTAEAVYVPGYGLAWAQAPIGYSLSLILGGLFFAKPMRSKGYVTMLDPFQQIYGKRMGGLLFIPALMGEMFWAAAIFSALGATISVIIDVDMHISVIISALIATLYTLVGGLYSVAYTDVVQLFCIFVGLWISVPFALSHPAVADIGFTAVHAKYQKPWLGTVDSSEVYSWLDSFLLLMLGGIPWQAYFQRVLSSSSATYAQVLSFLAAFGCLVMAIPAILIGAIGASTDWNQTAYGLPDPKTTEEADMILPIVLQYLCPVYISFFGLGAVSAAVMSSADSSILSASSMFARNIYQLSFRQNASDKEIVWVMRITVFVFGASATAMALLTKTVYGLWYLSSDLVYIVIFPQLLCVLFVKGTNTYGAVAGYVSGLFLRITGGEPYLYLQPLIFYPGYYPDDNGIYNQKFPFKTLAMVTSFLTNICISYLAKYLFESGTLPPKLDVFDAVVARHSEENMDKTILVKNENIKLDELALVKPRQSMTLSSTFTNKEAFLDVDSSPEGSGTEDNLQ
STK33 kinase inh = inhibitors of human STK33 kinase. 320,000 compounds, 0.073% hits. inhibition, % at 10 µM. AID 2661. purified STK33, MBP phosphorylation, ADP-Glo luminescence. Q9BYT3;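 active means inhibition at or above 25%, using the most active replicate where run in duplicate; inactive means inhibition below 25%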
Target sequence (Q9BYT3 whole entry, looked up): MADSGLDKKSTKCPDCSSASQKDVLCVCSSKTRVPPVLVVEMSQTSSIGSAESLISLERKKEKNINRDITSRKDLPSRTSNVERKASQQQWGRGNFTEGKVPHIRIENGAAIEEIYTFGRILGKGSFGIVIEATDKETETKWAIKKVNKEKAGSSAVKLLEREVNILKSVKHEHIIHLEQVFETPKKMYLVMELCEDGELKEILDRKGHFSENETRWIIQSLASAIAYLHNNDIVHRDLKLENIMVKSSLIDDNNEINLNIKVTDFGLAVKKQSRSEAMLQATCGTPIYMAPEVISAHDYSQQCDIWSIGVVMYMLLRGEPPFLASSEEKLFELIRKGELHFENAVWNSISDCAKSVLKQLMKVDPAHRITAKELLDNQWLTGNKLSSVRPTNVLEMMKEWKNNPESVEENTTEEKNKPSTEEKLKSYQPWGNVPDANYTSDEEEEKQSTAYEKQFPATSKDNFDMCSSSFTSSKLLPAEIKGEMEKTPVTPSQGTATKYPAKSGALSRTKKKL
CHT allo act = human CHT allosteric activation; Q9GZV3; CHT-expressing cells, membrane potential dye, choline EC20; stronger effect = higher value; LV-AA mutant CHT in HEK293 cells; B-score at 10 µM; 310,000 compounds, 0.49% hits; AID 488977;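 active means initial fluorescence not abnormally high and integrated response B-score, plate-corrected, over 3 SD above library mean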
Starred values were filed as active, the others as inactive; i = inactive; x = not tested or not shown. Compounds as they come; about 1.5% have a hit in one of these screens.

compound	CHT allo act	STK33 kinase inh	CHT block
O=C(COc1c(F)c(F)c(C(F)(F)F)c(F)c1F)Nc1ccc(N2CCOCC2)c(Cl)c1	i	-0.7	i
O=C(NCC(c1ccco1)N1CCOCC1)C1CCCCC1 (stereo not drawn)	i	-1.1	i
COc1ccc(OC)c(NC(=O)CCC(=O)Oc2ccc(C)cc2)c1	i	0.0	i
O=C(Nc1ccc(Br)c2cccnc12)c1ccc(Cn2cc(Cl)cn2)o1	i	-1.3	i
CC1CCC(NC(=O)c2cc(S(=O)(=O)N(C)C)ccc2N2CCCC2)CC1 (stereo not drawn)	i	-0.6	i
c1ccc(CNc2cnccn2)cc1	i	-1.2	i
Cc1cccc(CCN(Cc2cc3cccc(C)c3[nH]c2=O)C(=O)N2CCOCC2)c1	i	x	i
COc1ccc([N+](=O)[O-])cc1NC(=O)c1cncc(Br)c1	i	-2.2	i
Cc1ccccc1CN(C)C1CCN(C)CC1	i	-0.6	i
Cn1c(=O)c2c(ncn2CC(N)=O)n(C)c1=O	i	0.6	i
COc1cccc(C2C3=C(CCCC3=O)Nc3[nH]n(-c4ccccc4)c(=O)c32)c1 (stereo not drawn)	i	-0.5	i
CC(=O)Nc1cc(C)nn1-c1nc2ccccc2s1	i	-0.2	i
Cc1ccc(NC(=S)NNC(=O)CSc2nnc(-c3ccc(Cl)cc3)n2C2CCCCC2)cc1	i	0.6	i
CC(c1ccco1)N(C(=O)c1ccc(C#N)cc1)c1ccccn1 (stereo not drawn)	i	0.2	i
Cn1nnc(NC(=O)c2ccccc2F)n1	i	-0.3	i
Cc1cc2cc(NC(=O)c3ccco3)ccc2[nH]1	i	0.7	i
COc1ccc(C(CNC(=O)Cn2[nH]c(=O)c3ccccc3c2=O)N2CCCC2)cc1 (stereo not drawn)	i	0.6	i
Cc1cc(C(=O)OCC(=O)NCc2ccc3c(c2)OCO3)c2ccccc2n1	i	-1.4	i
Cc1ccc(C(C)C)c(OCc2ccc(C(=O)N/N=C/c3ccc(O)c(O)c3)cc2)c1	i	-0.3	i
CCN(CC)C(=O)Cn1cc(SCC(=O)NC2CCCC2)c2ccccc21	i	-0.4	i

Going on with the list.
compound	CHT allo act	STK33 kinase inh	CHT block
CC(C)n1c(N2CCN(C(=O)Nc3ccc(Cl)cc3)CC2)nc2ccccc21	i	0.5	i
CC1(C)Cc2c(sc3nn[nH]c(=O)c23)CO1	i	0.7	i
CCOc1cc2[nH]c(=S)n(Cc3ccc(C(=O)NCCCN4CCOCC4)cc3)c(=O)c2cc1OCC	i	2.5	i
Cc1ccc(Cn2nnc3c(=O)[nH]c(C4CCN(S(=O)(=O)Cc5ccccc5)CC4)nc32)cc1	i	-0.6	i
Cc1ccc(CNC(=O)C2CCC(=O)N2Cc2ccc(C)cc2)cc1 (stereo not drawn)	i	0.4	i
COc1ccc(NC2=Nc3cccc4cccc2c34)cc1OC	i	0.8	i
CC(C)Oc1ccc(CNC(=O)C2CCN(C(=O)N3CCOc4ccccc43)CC2)cc1	i	-0.2	i
COc1ccc(N(C(=O)c2cnsn2)C(C(=O)NC2CCCCC2)c2ccncc2)cc1 (stereo not drawn)	i	-0.1	i
COc1ccc(/C=N/NC(=O)CCn2cnc3ccccc32)cc1	i	-3.0	i
CC(C)(C)c1ccc(-n2ncc3c2CCCC3NC(=O)CCN2CCCC2=O)cc1 (stereo not drawn)	i	0.3	i
Cc1cccc(N2C(=O)CC(Sc3nc(-c4ccccc4)c4cc(Cl)ccc4n3)C2=O)c1 (stereo not drawn)	i	-0.1	i
COc1ccc(-n2nc(C(=O)Nc3ccc4c(c3)OCO4)c3ccccc3c2=O)c(OC)c1	i	-0.5	i
CC(C(=O)Nc1cccc(S(=O)(=O)N2CCOCC2)c1)N1CCN(c2ccc(F)cc2)CC1 (stereo not drawn)	i	-0.5	i
Cc1ccc(-c2nnn(CC(=O)N3CCCCC3)n2)c(-n2cnnn2)c1	i	-0.1	i
NC(=Nc1ccccc1)Nc1ccccc1	i	-0.6	i
C/C(=N\O)C(=O)C(CN1CCCCC1)CN1CCCCC1	i	-3.7	i
O=C(COc1ccc(C(=S)N2CCC(Cc3ccccc3)CC2)cc1)N1CCOCC1	i	0.5	i
COc1cccc(CNCC(O)COc2ccc(C(=O)c3ccccc3)cc2)c1 (stereo not drawn)	i	-0.2	i
COCCN(C(=O)COC(=O)CCc1ccc(OC)cc1)c1c(N)n(Cc2ccccc2)c(=O)[nH]c1=O	i	-2.5	i
CN(C)c1nc2ccccc2n(C)c1=O	i	-0.8	i

Random excerpt: 4 compounds from above
compound	CHT allo act	STK33 kinase inh	CHT block
CC(C)Oc1ccc(CNC(=O)C2CCN(C(=O)N3CCOc4ccccc43)CC2)cc1	i	-0.2	i
Cc1ccc(Cn2nnc3c(=O)[nH]c(C4CCN(S(=O)(=O)Cc5ccccc5)CC4)nc32)cc1	i	-0.6	i
COc1ccc(-n2nc(C(=O)Nc3ccc4c(c3)OCO4)c3ccccc3c2=O)c(OC)c1	i	-0.5	i
Cc1cccc(N2C(=O)CC(Sc3nc(-c4ccccc4)c4cc(Cl)ccc4n3)C2=O)c1 (stereo not drawn)	i	-0.1	i

Additional entries follow.
compound	CHT allo act	STK33 kinase inh	CHT block
Cc1ccc(C)c(NC(=O)c2cc(-c3cc(C)cc(C)c3O)n[nH]2)c1	i	0.5	i
COc1ccc(-c2nsc(SCC(=O)NCc3ccc4c(c3)OCO4)n2)cc1	i	-0.2	i
Cc1ccc(CC(SCc2ccccc2)C(=O)O)cc1C (stereo not drawn)	i	-1.0	i
NC(=O)CC(NC(=O)Cc1cccc2ccccc12)c1ccc(NC2CCN(Cc3ccccc3)CC2)c([N+](=O)[O-])c1 (stereo not drawn)	i	-1.5	i
O=C(c1cnn2cccnc12)N1CCN(Cc2ccc3c(c2)OCO3)CC1	i	0.1	i
CCN(CC)CCCn1c2c(c(SCC(=O)N3CCc4ccccc43)nc1=O)CCC2	i	-3.6	-8*
CC(C(=O)c1ccc(Br)cc1)[n+]1cccc(NC(=O)c2ccccc2)c1 (stereo not drawn)	i	-0.4	i
CSc1ccc(CN(C)Cc2nc3ccccc3c(=O)[nH]2)cc1	i	-1.4	i
O=C(CCn1ccnc1)Nc1cc(Cl)ccc1O	i	-1.6	i
CC(=O)c1c(N=CN(C)C)nc(C)nc1-c1ccccc1	i	0.3	i
Cc1ccc2nc(NC(=S)NC(=O)c3ccc(OC(C)C)cc3)sc2c1	i	-1.9	i
O=C(NCc1ccccc1)c1ccc(Br)o1	i	-1.5	i
COc1cc(COc2ccc3c(C)c(Cc4ccccc4)c(=O)oc3c2C)cc(OC)c1OC	i	-1.1	i
Cc1ccc2cc3cc(C(=O)N4CCCCCC4)oc3nc2c1	i	-1.5	i
COc1ccc(/C=N/NC(=S)Nc2ccccc2)cc1COc1ccc(Br)cc1	i	-0.4	i
COc1ccc(S(=O)(=O)N(CC(=O)N/N=C/c2cccs2)c2cc(C)cc(C)c2)cc1OC	i	-1.6	i
Cc1ccc(-n2c(C)nn(-c3ncc(C(F)(F)F)cc3Cl)c2=O)cc1	i	-0.3	i
CCCCNC(=O)O[C@@H]1C[C@H]2CCC(=O)N3CC[C@@H](C1)[C@@H]23	i	-0.9	i
O=C(Nc1cccc([N+](=O)[O-])c1)C1C2/C=C\CCCCC21 (stereo not drawn)	i	-1.0	i
CCOc1ccccc1NC(=O)Cn1c(=O)sc2ccccc21	i	0.8	i

Entries listed so far marked active in CHT block.
structure	STK33 kinase inh	CHT block
CCN(CC)CCCn1c2c(c(SCC(=O)N3CCc4ccccc43)nc1=O)CCC2	-3.6	-8*

The listing continues.
compound	CHT allo act	STK33 kinase inh	CHT block
CCCOc1ccc(C(=O)OCC(=O)c2c(N)n(C)c(=O)n(C)c2=O)cc1OCC	i	-0.4	i
CN1C(=O)Cc2cc(S(=O)(=O)N3CCN(c4cccc(Cl)c4)CC3)ccc21	i	-0.9	i
CCc1nccn1S(=O)(=O)c1cc(C)c(OC)cc1C	i	1.3	i
COc1ccc(Cl)cc1NC(=O)CSc1nnc(Cc2ccc(C)cc2)c(=O)[nH]1	i	8.3	i
O=C(c1sccc1Br)N1CCN(Cc2ccc3c(c2)OCO3)CC1	i	-1.5	i
O=C(O)CCCNc1cc(N2CCC3(CC2)OCCO3)c2noc3c2c1C(=O)c1ccccc1-3	i	9.1	i
Cc1nc2cc(NC(=O)N3CCCCC3)ccc2n1C	i	-0.2	i
Nc1nc2n(n1)C(c1ccc(F)cc1)CC(c1ccc(F)cc1)N2 (stereo not drawn)	i	-0.9	i
COc1cc(/C=N/NC(=O)c2c(C)nnn2-c2nonc2N)ccc1O	i	-1.2	i
CCCc1cc(=O)[nH]c(SCC(=O)Nc2oc(C)c3c(C)n[nH]c(=O)c23)n1	i	2.2	i
Cc1sc2nc3n(c(=O)c2c1C)NC(=O)CC3	i	-1.0	i
Cc1ccc(C(=O)N/N=C2\CCc3ccccc32)c(C)c1	i	1.7	i
O=C(O)c1ccc2c(c1)C(=O)N(c1ncccn1)C2=O	i	1.8	i
COc1ccc(-c2c(C)nn(-c3ccccc3)c2NC(C)=O)cc1OC	i	x	i
Cc1ccc(C(=O)N2CCC(n3nccc3NC(=O)Nc3cccc(F)c3)CC2)cn1	i	-0.3	i
O=C1Nc2ccc(Br)cc2C12OCCO2	i	-45	i
O=C(Nc1cccc2ccccc12)NC1CCS(=O)(=O)C1 (stereo not drawn)	i	-0.5	i
CC(C)CCN1CCN(C/C=C/c2ccco2)CC1CCO (stereo not drawn)	i	0.4	i
CC(C)N(Cc1ccccc1)C(=O)C1CCN(c2ncnc3c2nc2n3CCCCC2)CC1	i	0.1	i
Cc1ccc(C)c(CS(=O)(=O)c2cn(CC(=O)N3CCCCC3)c3ccccc23)c1	i	0.5	i

Further records.
compound	CHT allo act	STK33 kinase inh	CHT block
COc1ccc(CCCNC(=O)C2CCC(=O)N(CC3CCCCC3)C2)cc1 (stereo not drawn)	i	-1.8	i
COc1ccc(NC(=O)CO/N=C(\C)c2cccs2)cc1	i	-1.8	i
CCCC(=O)Nc1nnc(SCC(=O)NCc2ccco2)s1	i	x	i
C=CCN1C(=O)C2C(C(=O)NC3CCCCC3)C3C=CC2(O3)C1C(=O)NC1CCCC1 (stereo not drawn)	i	-3.1	i
CC(C)OCCCNC(=O)CCc1nc(-c2ccccc2)no1	i	-0.4	i
CCC(/C=N/NC(=O)C(N)=O)CC	i	-1.0	i
Cc1ccc2cc(C(c3nnnn3C(C)(C)C)N3CCCCCC3)c(=O)[nH]c2c1 (stereo not drawn)	i	-0.4	i
C#CCOc1ccc(/C=C2/C(=O)ON=C2C)cc1Br	i	-2.0	i
O=c1[nH]c(N/N=C/c2ccc(O)cc2)nc2ccccc12	i	6.3	i
CC(C)CCN1CCN(Cc2ccon2)CC1CCO (stereo not drawn)	i	0.8	i
C=CCNC(=O)c1ccc2c(c1)N(CC)C(=O)c1ccccc1S2	i	-0.6	i
COc1ccc(N(C(=O)c2ccn[nH]2)C(C(=O)NC2CCCC2)c2ccc(F)cc2)cc1 (stereo not drawn)	i	-0.2	i
O=C(Oc1ccc(Cl)cc1)N1CCOCC1	i	-0.4	i
CCOC(=O)C(C)/C(C)=N/NC(N)=S (stereo not drawn)	i	-0.2	i
N#C/C(=C(/O)CSc1ccccc1C(=O)O)c1nc2ccccc2s1	i	2.1	i
CN(C)c1ccc(C2N(c3ccc(F)cc3)C(=O)C3CCCN32)cc1 (stereo not drawn)	i	1.4	i
O=C(Cn1[nH]c(=O)c2ccccc2c1=O)Nc1cccnc1	i	0.0	i
CC(=O)Nc1nc(-c2ccccc2)nc(-c2ccccc2OC(C)=O)n1	i	0.8	i
COC(=O)c1[nH]c2ccccc2c1NC(=O)CNC1CCCCC1	i	1.6	i
Cc1cc(C)cc(NC(=O)CSc2ccc(-c3cccs3)nn2)c1	i	-2.2	i

Additional compounds.
compound	CHT allo act	STK33 kinase inh	CHT block
Cc1cccc(NS(=O)(=O)c2cc3c4c(c2)CCC(=O)N4CCC3)c1	i	6.5	i
Cc1ccc(C(C(=O)NC2CCCCC2)N2CCN(C(=O)c3ccco3)CC2)cc1 (stereo not drawn)	i	-0.6	i
Cc1ccccc1NC(=O)NC1(C(=O)NCC2CCCO2)CCCCC1 (stereo not drawn)	i	-1.3	i
Cc1ccc(C(=O)NNC(=O)c2ccncc2)cc1C	i	-1.0	i
O=S(=O)(Nc1nc(SCc2ccc(Cl)cc2)n[nH]1)c1ccc(F)cc1	i	-0.3	i
CC(Sc1nc(N)cc(=O)[nH]1)C(=O)Nc1cccc(Cl)c1 (stereo not drawn)	i	0.7	i
CCCCC(c1nnnn1C1CCCC1)N1CCN(C2CCCC2)CC1 (stereo not drawn)	6.6*	0.1	i
Cc1ccccc1CS(=O)(=O)c1ccc(C(=O)N2CCOCC2)cc1[N+](=O)[O-]	i	-0.9	i
CCC1NC(=O)c2cc(S(N)(=O)=O)c(Cl)cc2N1 (stereo not drawn)	i	-0.8	i
CCn1nnc(NC(=O)c2cccnc2)n1	i	-2.0	i
COC(=O)c1ccc(OCC(O)CN(CC(C)C)CC(C)C)cc1 (stereo not drawn)	i	-1.8	i
O=C1C(=O)N(CCN2CCOCC2)C(c2ccccc2)/C1=C(\O)c1ccc2c(c1)OCCO2 (stereo not drawn)	i	0.1	i

Some values from the list:
Under STK33 kinase inh, Cc1ccc(C(=O)NNC(=O)c2ccncc2)cc1C reads -1.0
Under STK33 kinase inh, Cc1ccccc1NC(=O)NC1(C(=O)NCC2CCCO2)CCCCC1 (stereo not drawn) reads -1.3
